Screening results: PubChem BioAssay, National Center for Advancing Translational Sciences (NCATS)
HEK293 cAMP ctrl – parental HEK293 cAMP activation (counter-screen); parental HEK293 CNG cAMP sensor, membrane potential fluorescence; Potency, µM (doses to about 57.1 µM), inactives show at the top dose activation, most hits filed as activators; hit rate 2.5% among 73,000; note: potency is the fitted concentration of half-maximal effect; % of control where 0% means no effect; nearly all actives have a fitted effect of over 55% in size
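Parental HEK 293 cells stably expressing a modified CNG channel (no TSHR) report cAMP rise as membrane depolarization. Membrane potential dye with 100 uM RO 20-1724 was loaded for 60 min at room temperature, then compound added for 30 min; fluorescence read at 590 nm.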
BRCT PPI green – blocks human BRCA1 BRCT binding to phosphopeptide, green readout | P38398 | BRCA1 BRCT-phosphopeptide binding, green fluorescence polarization | Potency, µM (series often up to 76.9 µM), for inactives: top-dose activity change, negative = inhibition, hits mostly inhibitors | hit rate 0.05% among 75,000 | AID 875;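 note: potency is the fitted concentration of half-maximal effect; plate controls were peptide without protein for full effect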
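Compounds were incubated for 12 min at room temperature with a complex of 100 nM fluorescein-tagged pBACH1 decapeptide and 250 nM His-tagged BRCT protein. Buffer was phosphate pH 7.3 with EDTA, DTT and Tween 20. Disruption of binding lowers the polarization signal.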
4-MU autofl – compound fluoresces in the 4-MU spectral region. hit rate 11% among 59,000. max dye-equivalent concentration, M. compound autofluorescence, 340/450 nm, 4-MU equivalents; active compounds read high; in the data active = max dye-equivalent concentration above about 10 nM; inconclusive = mostly about 1.1 nM to 9.6 nM
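Compounds in 100 mM Tris, pH 8.0, incubated 15 min at room temperature, then fluorescence read at 340 nm excitation/450 nm emission. Signal converted to 4-MU dye-equivalent concentration using an on-plate six-point 4-MU standard curve.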
BRCT PPI red – inhibitors of human BRCA1 BRCT-phosphoprotein interaction (red fluorophore); Potency, µM (titrated, usually from 76.9 µM), for inactives: top-dose activity change, negative = inhibition, hits mostly inhibitors; hit rate 0.03% among 75,000; BRCT-phosphopeptide binding, red fluorescence polarization; note: % is set by controls: 0 for no effect and ±100 for the full control effect
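Rhodamine-labelled pBACH1 10-mer (100 nM) bound to BRCT domain (100 nM) at pH 7.3; compounds incubated 12 min room temperature, polarization read. Free peptide defines full inhibition; unlabelled decapeptide titrated as control.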
USP2a inh – inhibitors of human ubiquitin-specific protease USP2a; O75604; USP2a enzymatic assay, qHTS inhibition; Potency, µM (doses to about 38.3 µM), for inactives: at the highest dose activity change, negative = inhibition, hits mostly inhibitors; hit rate 0.1% among 60,000; AID 927;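 note: potency is the fitted concentration of half-maximal effect; nearly all actives have a fitted effect of over 60% in size; plate controls were DMSO for no effect and NEM full inhibition control for full effect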
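Coupled readout: USP2-cleaved Ub-PLA2 (20nM final) turns over NBD C6-HPC (20uM final), Ex 460nm/Em 535nm after 2.5 h, time-zero read flagging artifacts. Enzyme (20nM final, pH 8.0 Tris) given 30 min RT with compound first; NEM defines full inhibition.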
UbGFP stabilizer – ubiquitin-GFP accumulation via proteasome inhibition; Potency, µM (titrated, usually from 45.9 µM), inactives show at the highest dose activation (GFP accumulation), hits mostly activators; Ubiquitin-GFP reporter cells, proteasome inhibition, GFP fluorescence; response scale: untreated = 0%, 10 µM MG-132 = 100%; 67,000 tested, under 10 active; active = well fitted activation curve with a large enough effect, not every such curve was filed as active; inconclusive = small, poorly fitted or top-dose-only effect, or another doubt; inactive = no such curve, though single readings can be large or run the other way; note: potency is the fitted concentration of half-maximal effect
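Proteasome block read as GFP accumulation: ubiquitin(G76V)-GFP U2OS cells exposed to compound (2.9 nM–46 uM) for 4 hr at 37 C. Normalization used untreated cells as 0% and 10 uM MG-132 as 100%; concentration-response curves fitted.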
Caspase-1 inhib – caspase-1 (human) inhibition, allosteric or competitive. hit rate 0.03% among 75,000. P29466. Caspase-1 enzyme, Ac-WEHD-AFC fluorogenic rate. AID 900. Potency, µM (series often up to 57.5 µM), without a hit: at the top dose activity change, negative = inhibition, actives largely listed as inhibitors;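 note: potency is the fitted concentration of half-maximal effect; plate controls were vehicle for no effect and no substrate for full effect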
Target sequence (P29466 120-297 limits assumed): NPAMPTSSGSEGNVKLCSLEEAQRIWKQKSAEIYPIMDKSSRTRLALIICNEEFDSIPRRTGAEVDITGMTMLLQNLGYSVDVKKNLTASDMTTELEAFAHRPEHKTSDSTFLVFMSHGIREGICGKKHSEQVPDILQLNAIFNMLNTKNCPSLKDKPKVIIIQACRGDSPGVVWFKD
Target sequence (P29466 317-404 limits assumed): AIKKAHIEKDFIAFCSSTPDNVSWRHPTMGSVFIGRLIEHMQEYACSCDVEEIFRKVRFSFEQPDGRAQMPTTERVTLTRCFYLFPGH
GFP derepression – derepresses silenced GFP locus in mouse C127i cells; AID 597; Potency, µM (titrated, usually from 46.1 µM), for the others: top-dose GFP derepression (activation); mouse C127i GFP locus derepression, cytometry, 30 h; hit rate 0.09% among 68,000; note: % of control where 0% means no effect
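Derepression screen: silenced CMV-GFP reporter in murine C127i cells, 30 h compound incubation at 37 C, washed cells imaged by laser-scanning cytometer to enumerate GFP-expressing objects of 20 to 120 um.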
Casp7 inh – caspase-7 (human) inhibition, allosteric or competitive; recombinant caspase-7, Ac-DEVD-AFC fluorescence rate; Potency, µM (titrated, usually from 57.5 µM), inactives show at the top dose activity change, negative = inhibition, hits mostly inhibitors; hit rate 0.02% among 75,000; P55210; AID 889; active = well fitted inhibition curve with a large enough effect in the main read-out, with a control signal flat, not every such curve was filed as active; inconclusive = small, poorly fitted or top-dose-only effect, or a change in a side signal; note: potency is the fitted concentration of half-maximal effect; % of control where 0% means no effect
Target sequence (P55210 24-198 limits assumed): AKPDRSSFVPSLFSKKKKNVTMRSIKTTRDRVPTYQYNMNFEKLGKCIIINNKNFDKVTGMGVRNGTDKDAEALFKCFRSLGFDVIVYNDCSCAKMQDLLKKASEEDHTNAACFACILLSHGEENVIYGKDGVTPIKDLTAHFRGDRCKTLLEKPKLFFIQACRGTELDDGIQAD
Target sequence (P55210 207-303 limits assumed): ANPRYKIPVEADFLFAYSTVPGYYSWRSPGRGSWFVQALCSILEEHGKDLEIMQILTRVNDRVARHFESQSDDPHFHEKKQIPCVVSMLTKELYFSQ
A350 fluor – compounds fluorescent in Alexa 350 spectral region. Compound autofluorescence, 340/450 nm, Alexa 350 dye-equivalents; active compounds read high. max dye-equivalent concentration, M. hit rate 11% among 59,000; in the data active = max dye-equivalent concentration above about 10 nM; inconclusive = mostly about 1.1 nM to 9.6 nM
Fluorescein autfl – compound autofluorescence in fluorescein spectral region; hit rate 0.91% among 59,000; AID 593; Compound autofluorescence, 480/540 nm, fluorescein-equivalent; active compounds read high; max fluorescein-equivalent concentration, M; in the data active = max fluorescein-equivalent concentration above about 10 nM; inconclusive = between about 1.1 nM and that limit
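First, buffer (100 mM Tris, pH 8.0) dispensed; second, compounds and fluorescein standards pinned in; third, 15 min room-temperature incubation; finally, imaging at ex 480 nm/em 540 nm. Fluorescence normalized against the six-point fluorescein curve.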
An asterisk follows results filed as active; i = inactive; ? = inconclusive; · = not tested or not shown; [ ] = remark or other dose. Unless noted, calls come from the whole dose curve; as a rule, active = well fitted curve in the direction sought with a large enough effect; inconclusive = small, poorly fitted or top-dose-only effect, or another doubt; inactive = no such curve, though single readings can be large; an effect the other way counts as inactive or inconclusive. The list is partial (hit frequency here may not be typical).

SMILES	HEK293 cAMP ctrl	BRCT PPI green	4-MU autofl	BRCT PPI red	USP2a inh	UbGFP stabilizer	Caspase-1 inhib	GFP derepression	Casp7 inh	A350 fluor	Fluorescein autfl
CCOc1ccccc1C1C(C#N)=C(N)SC(N)=C1C#N	22%	108%[activator]	i	1.3%	-3%	2%	-13%	1%	-8%	?	1.3e-08M*
CCOCC(=O)N1CCN(c2ccc(F)cc2)CC1	3%	-1.0%	i	1.0%	-1%	2%	0%	15%	-8%	i	i
O=c1cnc2cnc(OCc3ccccc3)nc2n1Cc1ccc(F)cc1	?	11%	i	-0.5%	0%	-2%	-4%	0%[9.22 µM]	-6%	i	?
O=C(c1cccc(S(=O)(=O)N2CCCC2)c1)N1CCN(c2ccccc2)CC1	9%	-2.7%	i	-2.6%	-1%	3%	-1%	3%	-3%	?	i
CCC(=O)CC(NC(=O)OC)c1ccccc1 (stereo not drawn)	4%[11.4 µM]	-2.6%[15.4 µM]	·	1.3%[15.4 µM]	·	·	-4%[11.5 µM]	·	1%[11.5 µM]	·	·
CC(c1ccccc1)N1CC(C(=O)NC2CCCC2)CC1=O (stereo not drawn)	8%	0.4%	i	-1.5%	-2%	3%	-1%	-2%	0%	i	i
CCOC(=O)C(Sc1nnc2c3ccccc3n(CC)c2n1)C(=O)OCC	3%	-0.1%	?	0.4%	21%	1%	-2%	-2%	-2%	?	i
Cc1cc(C)nc(SCCCn2c(=O)[nH]c3ccccc32)n1	-2%	2.1%	·	-0.7%	11%	4%	-1%	2%	0%	·	·
COc1ccccc1NC(=O)NC1(C(=O)N2CCC(O)CC2)CCCCC1	6%	7.6%	i	0.7%	6%	0%	3%	4%	0%	i	i
Cn1c(SCC(=O)N2CCc3ccccc32)nc2cccnc21	26%	1.5%	i	-0.9%	17%	3%	0%	0%	0%	i	?
COc1cc(-c2nnc(COC(=O)CSc3cc(C)c4ccccc4n3)o2)cc(OC)c1OC	7%	0.6%	i	0.7%	22%	-5%	-1%	-2%	-1%	i	i
Cc1ccc(S(=O)(=O)N2CCN(C(=O)CSc3nnc(-c4ccco4)o3)CC2)cc1	2%	5.0%	i	0.5%	22%	0%	0%	0%	1%	i	i
NS(=O)(=O)c1ccc(CNC(=O)c2ccc(Br)o2)cc1	5%	-1.3%	i	-0.5%	-5%	-3%	0%	0%	0%	i	i
CCOC(=O)N1CCN(C(=O)c2ccc3c(=O)n(CCc4ccccc4)c(=S)[nH]c3c2)CC1	14%	-0.7%	i	0.3%	12%	-5%	-2%	1%	-3%	i	i
COc1ccc(OC)c(Nc2nc(N)nc(-c3cc4ccccc4o3)n2)c1	0%	0.9%	i	2.1%	40%[activator]	0%	-4%	15%	-4%	i	i
O=C(CSc1nnnn1C1CCCC1)Nc1ccc2c(c1)OCO2	3%	-6.5%	i	0.3%	-3%	-3%	1%	-4%	7%	i	?
CCOC(=O)C1CCN(C(=O)COc2ccc(S(=O)(=O)NC(C)(C)C)cc2)CC1	?	0.3%	i	0.5%	6%	-7%	-1%	6%	0%	?	?
FC(F)(F)c1cc(CO[C@H]2CCCN[C@H]2c2ccccc2)cc(C(F)(F)F)c1	20µM*	1.8%	·	0.5%	·	8%	2%	1%	-1%	·	·
C=CCn1c(=O)c(C(=O)NCCNCC)c(O)c2ccccc21	13µM*	3.1%	i	-0.5%	13µM*	6%	1%	0%	2%	i	?
CCSc1nnc(NC(=O)CSc2nc3c(c(=O)n2-c2ccccc2)SCC3)s1	25%	0.2%	?	0.1%	11%	11%	-1%	2%	2%	?	i
COc1ccc2c(=O)ccoc2c1	·	0.6%	·	0.7%	-13%	·	-1%	·	2%	·	·
Cn1c(=O)cc(OCC(=O)NCCCN2CCN(Cc3ccccc3)CC2)c2ccccc21	13%	-1.2%	·	-0.4%	·	-9%	-2%	-2%	-1%	·	·
CCN(CC)CCCNC(=O)C1c2ccccc2C(=O)N1Cc1ccc(C)cc1 (stereo not drawn)	12%	-0.7%	i	1.2%	-2%	-3%	-1%	0%	1%	?	i
COc1cccc(C(=O)CSc2nnc(-c3cc(OC)c(OC)c(OC)c3)o2)c1	19%	-1.1%	i	0.0%	43%[activator]	8%	-3%	2%	1%	i	i
CCN(CC)c1ccc(CNc2ccc(Br)cn2)cc1	19%	-0.6%	i	0.2%	-3%	4%	0%	0%	1%	i	i

Quoted from the listing.
`COc1ccc(OC)c(Nc2nc(N)nc(-c3cc4ccccc4o3)n2)c1` @ GFP derepression = 15%
`CC(c1ccccc1)N1CC(C(=O)NC2CCCC2)CC1=O` (stereo not drawn) @ Caspase-1 inhib = -1%

The listing continues:
SMILES	HEK293 cAMP ctrl	BRCT PPI green	4-MU autofl	BRCT PPI red	USP2a inh	UbGFP stabilizer	Caspase-1 inhib	GFP derepression	Casp7 inh	A350 fluor	Fluorescein autfl
NC(=O)C1CCN(C(=O)CN2CCN(c3cccc(C(F)(F)F)c3)CC2)CC1	-4%	-1.3%	i	2.6%	7%	8%	1%	0%	1%	i	?
COC(=O)c1ccc(C(=O)OC)c(NC(=O)Nc2ccc3c(c2)OCO3)c1	2%	-4.0%	?	0.6%	-12%	6%	-3%	3%	-1%	?	?
COc1cccc(-c2nn(-c3ccccc3)cc2C(=O)Nc2nccs2)c1	10%	1.2%	i	-2.6%	53%[activator]	-3%	-1%	2%	-3%	i	i
Cc1cc(C)n2nc(SCC(=O)c3ccccc3)nc2n1	3%	0.2%	i	-1.7%	-4%	-1%	0%	-3%	1%	i	i
COC(=O)[C@H](CCSC)NC(=O)NCc1cccs1	10%	-3.9%	?	-0.7%	-5%	0%	-2%	0%	-2%	?	i
COc1ccc(CC(=O)Nc2ccc(-c3noc(-c4cccc(OC)c4)n3)cc2)cc1	-3%	-1.2%	i	0.2%	-19%	-8%	1%	3%	-1%	i	i
CC(C)(C)OC(=O)N[C@@H](Cc1c[nH]c2ccccc12)c1nnc(SCC(N)=O)o1	0%	-1.3%	i	0.3%	11%	-1%	0%	0%	1%	i	i
COc1ccc2c(C)nc(Nc3nc(C)cc(=O)[nH]3)nc2c1	-1%	0.9%	?	-3.6%	1%	15%	-1%	?	-2%	?	i
CCn1c(=O)cc(C(=O)OC)sc1=Nc1ccc(F)c(F)c1	-1%	-2.5%	·	-0.6%	·	-7%	-3%	-3%	-3%	·	·
Cc1cccc(-n2c(CNC(=O)c3ccc(S(=O)(=O)N4CCCC4)cc3)n[nH]c2=S)c1	-4%	-2.7%	i	-2.6%	9%	4%	1%	-2%	1%	i	i
O=C(COC(=O)c1ccccc1F)c1ccc(-n2nncc2-c2ccco2)cc1	25µM*	4.2%	i	1.6%	24%	-4%	-5%	-1%	-8%	i	i
COC(=O)Nc1nc2ccc(SC(C)C)cc2[nH]1	6%[25.6 µM]	-0.9%[34.4 µM]	?	-0.5%[34.4 µM]	-8%[17.1 µM]	-3%[20.5 µM]	2%[25.7 µM]	5%[20.6 µM]	0%[25.7 µM]	?	?
CCCc1cc(C(=O)Nc2cc(OC)c(Cl)cc2OC)no1	24%	-0.2%	·	-0.9%	·	-3%	-1%	-3%	-2%	·	·
O=C(c1ccc2c(c1)OCCO2)C1CCN(C(=O)c2ccc(F)c(F)c2)CC1	17%	-1.1%	i	0.4%	·	0%	-2%	8%	1%	i	i
NC(=O)C1(S(=O)(=O)c2ccccc2)CCCCC1	-9%	0.6%	·	0.7%	5%	0%	-2%	8%	0%	·	·
CCOc1ccccc1-c1nc(-c2cc3ccccc3nc2OC)no1	?	6.9%	?	-0.9%	35%[activator]	4%	?	2%	-18%	1.2e-08M*	?
Cn1c(SCCCC(=O)c2ccccc2)nnc1-c1ccncc1	1%	-0.3%	i	0.2%	-7%	5%	1%	1%	-4%	i	i
Cc1c(CN2CCC(C)CC2)c(=O)n(-c2ccccc2)n1C	-2%[11.4 µM]	-2.4%	·	2.5%	3%[7.66 µM]	18%[9.17 µM]	-2%	6%	4%	·	·
COc1ccc2c(c1)cc1n2CCN=C1N	11%	0.9%	7.3e-08M*	-1.8%	·	0%	-11%	5%	-5%	7e-08M*	i
CC1Cc2nc(SCC(=O)NCCc3ccccc3)n(C)c(=O)c2S1 (stereo not drawn)	10%	-0.4%	·	-1.1%	·	-1%	3%	·	1%	·	·
O=C(O)c1ccccc1SCC(=O)N1CCCCC1	2%	-1.0%	·	-0.8%	-3%	-8%	-5%	9%	-2%	·	·
O=C(O)CCC(=O)NCC1OCCc2ccccc21 (stereo not drawn)	19%	0.0%	i	0.4%	-8%	0%	-1%	0%	-1%	i	i
CCCCNC(=O)Oc1cccc(N2CCCC2=O)c1	2%	-2.9%	·	-1.0%	-2%	22%	-2%	-2%	0%	·	·
Cc1ccc(C(C(=O)NC2CCCCC2)N2CCCC2)cc1 (stereo not drawn)	17%	-1.1%	i	0.0%	10%	-8%	-2%	0%	-1%	i	i
